Source: PubChem (National Center for Advancing Translational Sciences (NCATS))
G9a block – inhibitors of human histone lysine methyltransferase G9a. Q96KQ7. G9a H3K9 monomethylation, AlphaScreen, 2 h. Potency, µM (titrated, usually from 102 µM), for the others: top-dose activity, negative = inhibition, most hits filed as inhibitors. hit rate 8.8% among 350,000; further: on the % scale 0 is the no-effect control and ±100 the full control effect; nearly all actives have a fitted effect of over 75% in size
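Methyltransferase reactions run at room temperature for 2 h (20 nM enzyme, 500 nM biotin-H3K9 peptide, 20 uM SAM) after a 15 min compound preincubation; product detected by AlphaScreen beads and anti-H3K9me1 antibody.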
Pol iota inh – blocks human DNA polymerase iota activity | hit rate 1% among 390,000 | Potency, µM (series often up to 115 µM), for inactives: top-dose activity, negative = inhibition, usual class: inhibitors | Pol iota fluorescent replication assay, 10 min | Q9UNA4
Target sequence (Q9UNA4 whole entry, looked up): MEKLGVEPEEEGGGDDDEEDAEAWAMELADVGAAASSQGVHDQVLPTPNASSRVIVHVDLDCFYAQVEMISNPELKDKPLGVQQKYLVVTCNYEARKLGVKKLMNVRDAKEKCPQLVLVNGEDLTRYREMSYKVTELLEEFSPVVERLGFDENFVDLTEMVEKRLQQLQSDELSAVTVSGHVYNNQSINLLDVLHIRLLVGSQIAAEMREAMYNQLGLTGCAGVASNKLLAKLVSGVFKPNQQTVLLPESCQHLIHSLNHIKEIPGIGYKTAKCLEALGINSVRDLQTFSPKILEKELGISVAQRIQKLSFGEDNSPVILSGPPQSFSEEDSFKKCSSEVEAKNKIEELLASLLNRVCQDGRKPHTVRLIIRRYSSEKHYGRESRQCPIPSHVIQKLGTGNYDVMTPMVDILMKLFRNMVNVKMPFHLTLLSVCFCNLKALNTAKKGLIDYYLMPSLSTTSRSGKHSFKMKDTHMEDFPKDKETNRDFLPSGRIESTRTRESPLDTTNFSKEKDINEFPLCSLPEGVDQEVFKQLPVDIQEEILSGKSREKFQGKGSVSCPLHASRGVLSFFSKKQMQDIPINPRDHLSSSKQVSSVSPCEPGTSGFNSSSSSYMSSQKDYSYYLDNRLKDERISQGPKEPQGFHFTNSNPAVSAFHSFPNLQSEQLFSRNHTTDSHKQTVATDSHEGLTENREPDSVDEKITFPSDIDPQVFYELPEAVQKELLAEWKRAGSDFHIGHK
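Pol iota at 10 nM preincubated 15 min with compounds at room temperature; reaction started with fluorescent substrate, 50 nM final. Fluorescence read kinetically at 0 and 10 min; buffer-only wells as negative control.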
Pin1 inh – blocks the human prolyl isomerase Pin1. Potency, µM (highest dose often 115 µM), inactives show at the highest dose activity, negative = inhibition, hits mostly inhibitors. hit rate 0.009% among 390,000. Q13526. Pin1 FP peptide displacement, HiFluor488, 10 min. AID 504891; active means well fitted inhibition curve with a large enough effect in the polarisation, with a control signal flat, not every such curve was filed as active; inconclusive means small, poorly fitted or top-dose-only effect, or effect the other way, or a change in a side signal; inactive means no such curve, though single readings can be large or run the other way; the % refers to the polarisation; further: on the % scale 0 is the no-effect control and ±100 the full control effect
HP1b chromo inh – blocks HP1-beta chromodomain binding to methylated histone tails; AlphaScreen HP1-beta / biotin-H3K9me3 peptide binding; Potency, µM (doses to about 114 µM), for the others: at the highest dose activity change, negative = inhibition, hits mostly inhibitors; hit rate 0.56% among 390,000; P83916; further: nearly all actives have a fitted effect of over 70% in size; inactives centre near 23
Target sequence (P83916 whole entry, looked up): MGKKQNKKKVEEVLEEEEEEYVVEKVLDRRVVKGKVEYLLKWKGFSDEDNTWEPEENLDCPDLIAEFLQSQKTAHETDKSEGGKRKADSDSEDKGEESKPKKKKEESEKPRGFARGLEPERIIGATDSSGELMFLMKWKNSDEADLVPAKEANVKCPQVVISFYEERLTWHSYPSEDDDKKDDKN
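HP1-beta protein (50 nM final) preincubated 30 min at room temperature with biotinylated H3(1-18)K9me3 peptide (50 nM) in PBS pH 7.4, 0.01% Tween-20, then compound added for 30 min. AlphaScreen streptavidin donor/nickel chelate acceptor beads (10 ug/mL final), 30 min dark, luminescence read.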
GLS inhibitor – glutaminase GLS (human) inhibition; AID 624170; O94925; Potency, µM (top dose mostly 45.5 µM), for the others: top-dose activity change, negative = inhibition, most hits filed as inhibitors; hit rate 0.21% among 410,000; GLS enzymatic activity, qHTS titration; further: on the % scale 0 is the no-effect control and ±100 the full control effect
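hKGA in 45 mM KH2PO4 (pH 8.2), 0.02% Tween-20 with compound, then 1mM L-Glutamine (stock as added) plus glutamate oxidase/HRP/Amplex red coupling mix. Fluorescence read initially and after 30 min at RT; signal change reflects glutamate formation.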
BLM inh – inhibitors of human Bloom syndrome helicase BLM | recombinant BLM DNA unwinding, fluorescence dequenching | AID 2528 | Potency, µM (series often up to 56.1 µM), for inactives: at the top dose activity change, negative = inhibition, actives largely listed as inhibitors | hit rate 0.2% among 350,000;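 further: plate controls were vehicle for no effect and no enzyme for full effect; nearly all actives have a fitted effect of over 35% in size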
BAZ2B inh – BAZ2B (human) inhibition. hit rate 4.4% among 360,000. AlphaScreen BAZ2B-H3K14Ac peptide displacement. Potency, µM (highest dose often 114 µM), for inactives: top-dose activity change, negative = inhibition, actives largely listed as inhibitors. Q9UIF8; further: on the % scale 0 is the no-effect control and ±100 the full control effect; nearly all actives have a fitted effect of over 60% in size
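Multi-concentration screen (max 110 uM) measuring displacement of acetylated histone H3 peptide from BAZ2B by AlphaScreen, using 50 nM protein, 50 nM peptide and 10 ug/mL streptavidin donor plus Ni-chelate acceptor beads.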
PGK inhibitor – T. brucei PGK inhibition | PGK/GAPDH coupled, Kinase-Glo luminescence, 60 min | AID 602233 | hit rate 0.043% among 380,000 | P07378 | Potency, µM (top dose mostly 57.5 µM), for the others: top-dose activity change, negative = inhibition, most hits filed as inhibitors; further: on the % scale 0 is the no-effect control and ±100 the full control effect; nearly all actives have a fitted effect of over 60% in size
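Luminescent ATP detection (Kinase-Glo Plus) follows a 60-minute room-temperature incubation, with wells lacking PGK as controls. Buffer: 100 mM TEA (pH 7.6), 5 mM MgCl2, 0.01% Tween-20. Coupling enzyme GAPDH (100 nM final) supplies unstable 1,3-BPG in-well.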
JMJD2A Tudor – blocks the human JMJD2A Tudor domain | Potency, µM (doses to about 114 µM), inactives show at the highest dose activity change, negative = inhibition, actives largely listed as inhibitors | AlphaScreen JMJD2A-Tudor / H3K4me3 peptide binding | hit rate 4.4% among 390,000 | O75164; further: on the % scale 0 is the no-effect control and ±100 the full control effect; nearly all actives have a fitted effect of over 50% in size
The depositor's hits bear a star; i = inactive; ? = inconclusive; · = no result given; [ ] = dose if it differs, or a comment. Unless noted, the call rests on the fitted dose curve; in most records, active means well fitted curve in the direction sought with a large enough effect; inconclusive means small, poorly fitted or top-dose-only effect, or another doubt; inactive means no such curve, though single readings can be large; an effect the other way counts as inactive or inconclusive. Potency means the concentration at half of the fitted maximal effect.

item	G9a block	Pol iota inh	Pin1 inh	HP1b chromo inh	GLS inhibitor	BLM inh	BAZ2B inh	PGK inhibitor	JMJD2A Tudor	smiles
1	5%[0.501 µM]	18%	2%	34%	3%	-4%	5%	-10%	-7%	COCCNC(=S)N(CCCN(C)C)Cc1cc2cc3c(cc2[nH]c1=O)OCCO3
2	-1%[59 µM]	26%	-4%	22%	-5%	-7%	-2%	-10%	-21%	CC(C)c1ccc(NC(=O)c2cn(C3CCCCC3)c(=O)c3c2c2ccccc2n3C)cc1
3	0%	196%[activator]	10%	55%[activator]	-1%	-7%	12%	-1%	-4%	O=C(COc1ccccc1Cl)N1CCc2ccccc2C1
4	16%	59%[activator]	3%	39%[activator]	-3%	-1%	13%	-4%	-12%	COc1ccc(C(C(=O)NC2CCCCC2)N(C(=O)CCl)c2ccccc2Cl)cc1 (stereo unspecified)
5	?	0%	24%	29%	-7%	-6%	-9%	-10%	-16%	COC(=O)c1cc(CSc2nnc(-c3ccccc3)c(-c3ccccc3)n2)oc1C
6	?	-5%	?	-7%	-1%	-9%	?	-5%	-8%[11.4 µM]	COc1ccc(OC)c(Nc2cc(-c3ccccc3)nc(N)n2)c1
7	1%	82%[activator]	8%	35%	5%	-6%	1%	3%	0%	Cc1cc(C)c(S(C)(=O)=O)c(Oc2cccc(C(F)(F)F)c2)n1
8	4%	88%[activator]	3%	26%	7%	-1%	-12%	10%	-6%	COc1ccc(C(=O)NCC(=O)OCc2ccc(F)cc2)cc1
9	?	15%	-7%	?	7%	-4%	?	-9%	?	O=C(CCN1C(=O)/C(=C\c2ccccc2Cl)SC1=S)N1CCN(c2ccccc2)CC1
10	8%[59 µM]	20%	0%	26%	7%	5%	11%	1%	-7%	O=C(c1cc(-c2cccc(O)c2)on1)N1CCCCC1
11	-5%	-10%	4%	35%	-5%	1%	1%	-3%	-14%	CCOc1ccc(N(CC(=O)Nc2cccc(F)c2)S(=O)(=O)c2c(C)noc2C)cc1
12	?	143%[activator]	8%	17%	7%	-6%	-24%	2%	-4%	COc1ccc(NC(=O)CCCCC(=O)Nc2ccc(OC)cc2)cc1
13	11%[59 µM]	-5%	-1%	25%	12%	-2%	1%	-8%	-5%	Cc1cccc(OCc2nnc(SCC(=O)Nc3ccc(N4CCOCC4)cc3)o2)c1
14	-2%[12.7 µM]	-1%	-1%	31%	1%	-2%	-7%	-7%	-16%	O=P(CCNCc1ccco1)(c1ccccc1)c1ccccc1
15	0%	10%	-7%	6%	3%	·	-17%	-1%	-10%	Cc1cccc(NC(=O)CNC(=O)c2ccco2)n1
16	-26%[2.33 µM]	-17%	-6%	75%[activator]	12%	·	-4%	-6%	3%	COC(=O)CCC[C@H]1CC2(C[C@H](CCCO[Si](C)(C)C(C)(C)C)N1C(=O)OC(C)(C)C)OCCO2
17	45µM*	?	14%	19%	-13%	-6%	?	0%	-23%	COc1ccccc1C(OC(=O)c1cccs1)C(=O)NCc1ccco1 (stereo unspecified)
18	36%[59 µM]	12%	5%	-12%	1%	-2%	3%	·	-12%	COc1ccc(C2=C(C)C(=O)N(Cc3ccc(C(=O)NCc4cccc(C)c4)cc3)S2(=O)=O)cc1
19	4%[59 µM]	2%	-2%	35%	-12%	1%	0%	-8%	6%	c1ccc2nc3c(cc2c1)CCCCCC3
20	35%[12.7 µM]	19%	13%	19%	0%	0%	9%	0%	-4%	N#C/C(=C\c1ccc[nH]1)C(=O)NC1CC1
21	·	-3%	3%	16%	6%	-2%	32µM*	-11%	56µM*	Cc1ccc(OCC(=O)N/N=C/c2cccc3cccnc23)cc1
22	?	-20%	4%	8%	3%	-10%	?	-3%	?	COc1ccccc1/C=C1\SC(=S)N(CCC(=O)Nc2cccc(O)c2)C1=O
23	?	3%	8%	9%	11%	-2%	-6%	-6%	-2%	CC(C)CNC(=O)C1CC(=O)OC12CCCCC2 (stereo unspecified)
24	-27%[59 µM]	-3%	14%	17%	3%	1%	-13%	-1%	-7%	CCc1cccc(NC(=O)Cn2c(=O)n(CCc3ccc(OC)c(OC)c3)c(=O)c3ccccc32)c1
25	2%[59 µM]	-7%	0%	16%	19%	0%	-4%	i	-33%	CCOC(=O)c1cc(CC)sc1/N=C/C1=C(O)CCCC1=O

Next part
item	G9a block	Pol iota inh	Pin1 inh	HP1b chromo inh	GLS inhibitor	BLM inh	BAZ2B inh	PGK inhibitor	JMJD2A Tudor	smiles
26	-15%[2.33 µM]	17%	4%	?	18%	·	45µM*	i	?	CCN(CC)c1ccc(NC(=O)COC(=O)CCC(=O)c2cccs2)cc1
27	17%[12.7 µM]	6%	-1%	29%	29%	-4%	-32%	-1%[11.5 µM]	?	COc1ccc2nc(SCC(=O)c3ccco3)[nH]c2c1
28	-1%	22%	4%	47%[activator]	-3%	2%	-18%	-2%	-2%	CCN(CC)CCNc1nc2c(c(=O)[nH]c(=O)n2C)n1CCCc1ccccc1
29	36%[activator]	-6%	-6%	12%	3%	-2%	4%	-5%	-9%	COc1cccc(NC(=O)CN(C)C(=O)CNC(=O)c2ccccc2F)c1
30	7.9µM*	-6%	0%	-39%	12%	-13%	13µM*	-4%	?	O=C(Cc1ccccc1)NC(=S)Nc1ccc(N2CCCCC2)cc1
31	13%[59 µM]	18%	2%	38%	-3%	-5%	4%	-1%	4%	CCN(CC)C(=S)Nc1ccc(Cl)c(Cl)c1
32	22%[2.33 µM]	9%	-4%	19%	5%	4%	3%	i	-4%	Cn1c(=O)c(=O)n(C)c2cc(S(=O)(=O)N3CCN(Cc4ccccc4)CC3)ccc21
33	·	23%	2%	65%[activator]	·	·	·	·	-23%	O=C1c2ccccc2C(=O)C1c1cc2ccccc2cn1
34	?	5%	-7%	42%[activator]	0%	-4%	1%	3%	2%	CC1(C)Cc2cccc(OCC(=O)NC3CC3)c2O1
35	17%	14%	-1%	13%[57 µM]	-11%	1%	·	-7%	7%	CCCn1c(SCC(=O)Nc2cc(S(=O)(=O)N(C)C)ccc2OC)n[nH]c1=O
36	-5%[59 µM]	17%	-9%	-1%	0%	3%	?	i	-27%	O=C(c1ccc(-c2cc3ccccc3oc2=O)cc1)N1CCN(c2ccc(Cl)cc2[N+](=O)[O-])CC1
37	168%[activator]	?	2%	163%[activator]	6%	-5%	114%[activator]	-2%	150%[activator]	CCC(C)OC(=O)C(C)Oc1ccc(-c2ccccc2)cc1 (stereo unspecified)
38	-33%[59 µM]	-2%	4%	9%	1%	-3%	·	i	-30%	CCOC(=O)C1=C(CN2CCC(C)CC2)NC(=O)NC1c1ccc(OC(C)C)cc1 (stereo unspecified)
39	?	16%	-3%	15%	16%	-3%	-6%	6%	-15%	CCOC(=O)c1c(C)n(CC(COC(C)=O)OC(C)=O)c2ccc(OC(C)=O)cc12 (stereo unspecified)
40	?	7%	-4%	32%	3%	1%	3%	i	-10%	O=C(CSc1nc2ccccc2n1S(=O)(=O)c1cccc([N+](=O)[O-])c1)NCc1cccs1

Taken from above:
Under Pin1 inh, CCN(CC)CCNc1nc2c(c(=O)[nH]c(=O)n2C)n1CCCc1ccccc1 has 4%
Under HP1b chromo inh, Cn1c(=O)c(=O)n(C)c2cc(S(=O)(=O)N3CCN(Cc4ccccc4)CC3)ccc21 has 19%
Under Pol iota inh, CCN(CC)C(=S)Nc1ccc(Cl)c(Cl)c1 has 18%

Structures shown so far that contain four or more nitrogen atoms:
item	G9a block	Pol iota inh	Pin1 inh	HP1b chromo inh	GLS inhibitor	BLM inh	BAZ2B inh	PGK inhibitor	JMJD2A Tudor	smiles
1	5%[0.501 µM]	18%	2%	34%	3%	-4%	5%	-10%	-7%	COCCNC(=S)N(CCCN(C)C)Cc1cc2cc3c(cc2[nH]c1=O)OCCO3
6	?	-5%	?	-7%	-1%	-9%	?	-5%	-8%[11.4 µM]	COc1ccc(OC)c(Nc2cc(-c3ccccc3)nc(N)n2)c1
13	11%[59 µM]	-5%	-1%	25%	12%	-2%	1%	-8%	-5%	Cc1cccc(OCc2nnc(SCC(=O)Nc3ccc(N4CCOCC4)cc3)o2)c1
28	-1%	22%	4%	47%[activator]	-3%	2%	-18%	-2%	-2%	CCN(CC)CCNc1nc2c(c(=O)[nH]c(=O)n2C)n1CCCc1ccccc1
32	22%[2.33 µM]	9%	-4%	19%	5%	4%	3%	i	-4%	Cn1c(=O)c(=O)n(C)c2cc(S(=O)(=O)N3CCN(Cc4ccccc4)CC3)ccc21
35	17%	14%	-1%	13%[57 µM]	-11%	1%	·	-7%	7%	CCCn1c(SCC(=O)Nc2cc(S(=O)(=O)N(C)C)ccc2OC)n[nH]c1=O
40	?	7%	-4%	32%	3%	1%	3%	i	-10%	O=C(CSc1nc2ccccc2n1S(=O)(=O)c1cccc([N+](=O)[O-])c1)NCc1cccs1

Only part of the results is shown; count on the stated rates, not on these rows.
